SRC3 inh: inhibits human SRC3 coactivator; HEK293 GAL4-SRC3 luciferase reporter, luminescence; inhibition, % at 3.6 µM; actives 0.17% (n = 360,000);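 active means inhibition above a per-campaign cutoff, the mean of all compounds plus 3 SD, cut at about 60% in these data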;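 further: 0% = DMSO-treated cells and 100% = gossypol-treated cells at 36 µM; higher means less SRC3-driven luciferase light from the GAL4 reporter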
Target sequence (Q9Y6Q9 whole entry, looked up, the tested form may be a part): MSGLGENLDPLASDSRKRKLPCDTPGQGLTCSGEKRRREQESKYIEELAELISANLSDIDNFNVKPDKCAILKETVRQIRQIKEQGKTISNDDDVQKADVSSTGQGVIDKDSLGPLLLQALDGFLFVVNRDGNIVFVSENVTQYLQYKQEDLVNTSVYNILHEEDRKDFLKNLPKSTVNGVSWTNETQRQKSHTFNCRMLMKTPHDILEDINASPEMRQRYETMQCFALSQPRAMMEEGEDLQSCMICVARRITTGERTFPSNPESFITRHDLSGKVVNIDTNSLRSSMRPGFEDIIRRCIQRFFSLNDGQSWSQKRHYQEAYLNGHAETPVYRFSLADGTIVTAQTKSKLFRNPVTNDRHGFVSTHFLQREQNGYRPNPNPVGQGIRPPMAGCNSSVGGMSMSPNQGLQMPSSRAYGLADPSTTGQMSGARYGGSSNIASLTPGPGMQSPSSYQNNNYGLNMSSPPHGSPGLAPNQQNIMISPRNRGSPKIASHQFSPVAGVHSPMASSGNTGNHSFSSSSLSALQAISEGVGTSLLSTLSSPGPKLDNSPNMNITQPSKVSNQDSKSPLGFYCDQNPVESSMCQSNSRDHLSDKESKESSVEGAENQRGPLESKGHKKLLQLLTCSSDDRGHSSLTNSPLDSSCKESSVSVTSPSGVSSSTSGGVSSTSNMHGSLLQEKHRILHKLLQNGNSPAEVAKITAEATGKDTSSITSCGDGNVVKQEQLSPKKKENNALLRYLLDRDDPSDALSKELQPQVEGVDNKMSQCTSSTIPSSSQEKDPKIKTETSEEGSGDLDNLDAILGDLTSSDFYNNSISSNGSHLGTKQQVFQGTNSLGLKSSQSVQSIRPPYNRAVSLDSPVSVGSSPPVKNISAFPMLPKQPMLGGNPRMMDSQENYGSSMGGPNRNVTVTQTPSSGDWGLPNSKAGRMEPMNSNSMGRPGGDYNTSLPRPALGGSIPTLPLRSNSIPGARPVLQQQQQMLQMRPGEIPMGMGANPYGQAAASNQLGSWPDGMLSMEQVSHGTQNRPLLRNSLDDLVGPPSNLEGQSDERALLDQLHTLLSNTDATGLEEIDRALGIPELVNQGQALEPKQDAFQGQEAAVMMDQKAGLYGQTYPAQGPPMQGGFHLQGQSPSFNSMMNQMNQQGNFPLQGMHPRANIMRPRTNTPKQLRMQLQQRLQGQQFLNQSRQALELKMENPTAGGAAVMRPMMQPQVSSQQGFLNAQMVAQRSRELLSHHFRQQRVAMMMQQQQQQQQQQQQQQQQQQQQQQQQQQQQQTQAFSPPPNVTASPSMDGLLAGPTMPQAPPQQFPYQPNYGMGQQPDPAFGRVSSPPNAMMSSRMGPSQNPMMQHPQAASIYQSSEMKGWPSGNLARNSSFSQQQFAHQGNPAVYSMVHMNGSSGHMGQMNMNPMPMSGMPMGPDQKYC
NOD2-RIPK2 inh: NOD2-RIPK2 protein interaction inhibition; CHO BLA complementation NOD2-RIPK2, CCF4 ratio; inhibition, % at 4.98 µM; actives 0.38% (n = 360,000); in the data active means inhibition above about 21%;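 further: 0% = vehicle only and 100% = reference blocker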
NR5A2 inv ag: suppresses constitutive activity of human LRH-1 | O00482 | HEK293T StAR-luciferase reporter, LRH-1 transfected, 24 h | inhibition, % at 3.6 µM | actives 0.13% (n = 360,000);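 active means inhibition above the mean inhibition of all tested compounds plus 3 SD, cut at about 73% in these data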;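 further: 0% = DMSO wells and 100% = reporter-only cells lacking LRH-1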
NR2F2 inh: blocks human COUP-TFII nuclear receptor; HEK293T NGFI-A luciferase reporter, luminescence; inhibition, % at 8.6 µM; P24468; actives 0.7% (n = 370,000);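 active means inhibition above a per-plate cutoff, mean inhibition of test wells between control levels plus 3 SD, cut at about 38% in these data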;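 further: cells cotransfected with COUP-TFII expression vector driving the NGFI-A reporter; 0% = median of COUP-TF2 test wells and 100% = reporter-only cells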
NCOA1 inh: inhibitors of human steroid receptor coactivator 1 (SRC1) | Q15788 | HEK293 GAL4-SRC1 luciferase reporter, luminescence | inhibition, % at 3.6 µM | actives 0.12% (n = 360,000) | AID 588354;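 active means inhibition above the campaign mean plus 3 SD, with each screening campaign given its own cutoff, cut at about 60% in these data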;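 further: 0% = DMSO treated cells and 100% = gossypol at 36 µM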
TROY NFkB inh: inhibitors of TROY-dependent NF-kB signaling; Q293 LMP1-TROYcd NF-kB luciferase reporter, 4 h; inhibition, % at 10 µM; actives 0.98% (n = 360,000); AID 1347056;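 active means compounds whose plate-normalised and pattern-corrected inhibition of the luciferase reporter signal at the single screening dose is 50% or more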
Exocytosis inh: lytic granule exocytosis inhibition | TALL-104 LAMP-1 surface exposure, flow cytometry; cells stimulated with thapsigargin and PMA | inhibition, % at 10 µM | actives 0.66% (n = 360,000) | AID 651702;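 active means inhibition above about 55%, limit read from the data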
ABHD5-PLIN5 inh: inhibitors of human ABHD5-perilipin-5 interaction. AID 602281. actives 0.78% (n = 360,000). Split G. princeps luciferase complementation, luminescence, 4 h. inhibition, % at 4 µM. Q00G26+Q8WTS1;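 active means inhibition above the mean inhibition across every tested compound plus 3 SD, cut at about 22% in these data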;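 further: 0% = DMSO only wells and the 100% control is not disclosed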
NCOA2 inhibitor: human SRC2 (NCOA2) inhibition; HEK293 GAL4-SRC2 luciferase reporter, luminescence; inhibition, % at 9 µM; actives 0.17% (n = 370,000);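 active means inhibition above the mean inhibition of all tested compounds plus 3 SD, set per campaign, cut at about 52% in these data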;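 further: 0% = DMSO treated cells and 100% = cells given Gossypol at 36 µM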
TLR9-MyD88 block: TLR9-MyD88 interaction inhibition; inhibition, % at 4.98 µM; Q9NR96+Q99836; actives 0.21% (n = 340,000); CHO BLA complementation TLR9-MyD88, CCF4 FRET ratio;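 active means inhibition above the mean over all tested compounds plus 3 SD, cut at about 21% in these data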;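 further: 0% = DMSO only wells and 100% = clavulanate BLA inhibitor control wells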
TWEAK Fn14 block: blocks TWEAK-Fn14 interaction in a reporter cell assay; TWEAK-stimulated Fn14 reporter cells, luciferase luminescence, 8 h; AID 1159606; inhibition, % at 10 µM; actives 2% (n = 360,000); in the data active means inhibition above about 50%
* = called active by the depositor; x = not tested or not shown. Some of the compounds tested. The share of hits here may be higher or lower than overall.

No. | mol | SRC3 inh | NOD2-RIPK2 inh | NR5A2 inv ag | NR2F2 inh | NCOA1 inh | TROY NFkB inh
1 | O=C(CN1CCN(C(=O)COc2cccc(F)c2)CC1)Nc1ccc(Cl)c(C(F)(F)F)c1 | -24 | 8 | 15 | -13 | -20 | 16
2 | Cc1ccsc1C(=O)C1CCCN(CCO)C1 (stereo not drawn) | 2 | -7 | -2 | -11 | -4 | 7
3 | COc1ccccc1-n1c(CNCC2CCCO2)nc2ccccc2c1=O (stereo not drawn) | 13 | -4 | 5 | 12 | 13 | -14
4 | C/C=C1\NC(=O)[C@H](C)NC(=O)[C@@H](NC(=O)[C@H](Cc2ccc(O)cc2)NC(=O)[C@@H](NC(=O)/C(C)=C/C)C(C)C)[C@@H](C)OC(=O)[C@H](CCCc2ccc(O)cc2)NC(=O)[C@@H](CCC(=O)O)NC1=O | -5 | 3 | 2 | 1 | -2 | -5
5 | Cc1ccccc1-c1nc2ccccc2c(=O)n1C | 3 | 1 | -21 | -5 | 13 | -4
6 | COc1ccc(-n2c(O)c(/C(C)=N/Nc3ccccc3)c(=O)[nH]c2=O)cc1 | -1 | -11 | -3 | 1 | -1 | 9
7 | O=[N+]([O-])c1ccc(Nc2ccccc2)cc1 | -7 | -5 | 14 | -10 | -3 | -31
8 | CCCOC(=O)C1C2c3ccccc3C(c3ccccc32)C1C(=O)O (stereo not drawn) | 19 | -1 | 4 | -5 | -5 | -3
9 | Cn1ccnc1P(=S)(c1nccn1C)c1nccn1C | 21 | -3 | 9 | 14 | 24 | -27
10 | CCOc1cc2c(cc1OCC)-n1cccc1C(c1ccc(C(C)C)cc1)NC2 (stereo not drawn) | -3 | 6 | -5 | 24 | 1 | 22
11 | O=P(Oc1ccccc1)(Oc1ccccc1)C(O)c1ccccc1 (stereo not drawn) | 17 | -5 | 10 | -14 | -9 | -10
12 | Cc1cccc([N+](=O)[O-])c1 | 3 | -5 | 6 | 11 | -26 | -18
13 | Cc1cc(OCC(=O)OC(C)C)c2c3c(c(=O)oc2c1)CCCC3 | 19 | -14 | 50 | -10 | -9 | -11
14 | COC(=O)C1=C(c2ccc(F)cc2OCc2ccccc2)C[C@@H]2CC[C@H]1N2C(=O)NCc1cc(C)oc1C(F)(F)F | -3 | 1 | -13 | x | 1 | 1
15 | CC1CC(C)CC(C)C(O)C(C#N)=CC=CCC(C2CCCC2C(=O)O)OC(=O)CC(O)C(C)C1 (stereo not drawn) | 94* | 30* | 98* | 84* | 94* | 81*

No. | Exocytosis inh | ABHD5-PLIN5 inh | NCOA2 inhibitor | TLR9-MyD88 block | TWEAK Fn14 block
1 | 2 | -1 | 15 | 0 | -11
2 | 1 | -4 | -19 | -10 | -43
3 | 4 | 11 | 22 | 9 | 0
4 | 3 | -6 | -7 | x | -9
5 | -5 | 5 | -5 | 1 | -6
6 | 5 | 15 | 7 | 1 | 3
7 | -1 | -2 | -22 | -2 | -17
8 | 0 | -6 | -10 | -3 | 5
9 | -1 | 9 | -15 | -6 | -6
10 | 35 | -10 | 25 | -4 | -3
11 | -2 | -4 | -8 | -5 | -4
12 | 1 | 2 | -24 | -2 | -12
13 | 3 | 5 | 2 | -1 | -13
14 | -7 | 8 | x | -1 | 22
15 | 2 | -6 | 76* | 6 | 100*

7 entries from above, ordered by number of heavy atoms, rising.
No. | mol | SRC3 inh | NOD2-RIPK2 inh | NR5A2 inv ag | NR2F2 inh | NCOA1 inh | TROY NFkB inh
12 | Cc1cccc([N+](=O)[O-])c1 | 3 | -5 | 6 | 11 | -26 | -18
5 | Cc1ccccc1-c1nc2ccccc2c(=O)n1C | 3 | 1 | -21 | -5 | 13 | -4
13 | Cc1cc(OCC(=O)OC(C)C)c2c3c(c(=O)oc2c1)CCCC3 | 19 | -14 | 50 | -10 | -9 | -11
8 | CCCOC(=O)C1C2c3ccccc3C(c3ccccc32)C1C(=O)O (stereo not drawn) | 19 | -1 | 4 | -5 | -5 | -3
6 | COc1ccc(-n2c(O)c(/C(C)=N/Nc3ccccc3)c(=O)[nH]c2=O)cc1 | -1 | -11 | -3 | 1 | -1 | 9
10 | CCOc1cc2c(cc1OCC)-n1cccc1C(c1ccc(C(C)C)cc1)NC2 (stereo not drawn) | -3 | 6 | -5 | 24 | 1 | 22
1 | O=C(CN1CCN(C(=O)COc2cccc(F)c2)CC1)Nc1ccc(Cl)c(C(F)(F)F)c1 | -24 | 8 | 15 | -13 | -20 | 16

No. | Exocytosis inh | ABHD5-PLIN5 inh | NCOA2 inhibitor | TLR9-MyD88 block | TWEAK Fn14 block
12 | 1 | 2 | -24 | -2 | -12
5 | -5 | 5 | -5 | 1 | -6
13 | 3 | 5 | 2 | -1 | -13
8 | 0 | -6 | -10 | -3 | 5
6 | 5 | 15 | 7 | 1 | 3
10 | 35 | -10 | 25 | -4 | -3
1 | 2 | -1 | 15 | 0 | -11

Next part:
No. | mol | SRC3 inh | NOD2-RIPK2 inh | NR5A2 inv ag | NR2F2 inh | NCOA1 inh | TROY NFkB inh
16 | COc1ccc(-n2c(/C=C3\C(=O)Nc4ccccc43)nc3ccccc3c2=O)cc1 | -2 | -2 | 8 | 11 | 0 | 1
17 | CCOC(=O)C1=C(C)OC(N)=C(C(=O)OCC)C12C(=O)Nc1ccc(Br)cc12 (stereo not drawn) | 4 | -11 | 13 | 17 | 2 | -3
18 | CC(C)N1CCN(Cc2cccc3c2OCO3)CC1CCO (stereo not drawn) | 6 | -5 | 5 | 12 | 2 | 1
19 | O=P(OCC(F)(F)C(F)F)(N1CCOCC1)N1CCOCC1 | 11 | 1 | 5 | -18 | 6 | 3
20 | CCOC(=O)c1c(NC(NC(=O)CF)C(Cl)(Cl)Cl)sc2c1CCCC2 (stereo not drawn) | -5 | 1 | -8 | -14 | 5 | -19
21 | Cc1csc(NC(=O)C(Cl)c2ccccc2)n1 (stereo not drawn) (tested in a mixture with another compound) | 8 | -4 | -22 | -5 | -12 | -31
22 | Cc1cccc(-n2c(C)nc3ccccc3c2=O)c1C | 13 | 6 | 8 | 2 | 25 | 16
23 | COC(=O)C1=C(c2ccc(C(C)=O)cc2)C[C@@H]2CC[C@H]1N2C(=O)N1CCOCC1 | -25 | -9 | 6 | -9 | -2 | -9
24 | COc1ccc2c(c1OC)C(=O)OC2C1c2cc3c(cc2CCN1C)OCO3 (stereo not drawn) | -6 | -11 | 14 | -11 | -2 | 11
25 | Cc1cc(N2CCN(C)CC2)nc2ccccc12 | 8 | 2 | -2 | 21 | 4 | -7
26 | Cc1ccc(NC(=O)N2CC2)cc1NC(=O)N1CC1 | -12 | 0 | 6 | -14 | -18 | 21
27 | O=c1[nH]c(=O)n(-c2cccc(Cl)c2)c(O)c1/C=N/c1ccccn1 | 7 | -1 | 13 | 11 | -14 | -11
28 | CC(NCc1ccc(Cl)cc1Cl)C(O)c1ccccc1 (stereo not drawn) | -23 | -10 | -37 | -5 | -7 | -36
29 | Cn1c(O)c(C=NCc2ccco2)c(=O)n(C)c1=O | 9 | 2 | -1 | -1 | 10 | -10
30 | COc1ccccc1-n1c(Cc2ccccc2)nc2ccccc2c1=O | 24 | 6 | 4 | -7 | 3 | 9

No. | Exocytosis inh | ABHD5-PLIN5 inh | NCOA2 inhibitor | TLR9-MyD88 block | TWEAK Fn14 block
16 | -1 | -1 | -4 | -15 | -6
17 | -1 | 3 | -5 | 5 | -8
18 | 6 | 4 | 6 | 2 | -10
19 | 1 | 8 | 0 | 3 | -14
20 | -2 | -9 | 8 | -6 | 1
21 | 0 | 0 | -34 | x | -14
22 | 3 | -7 | -4 | -9 | 6
23 | -1 | -6 | 10 | -3 | 16
24 | 8 | -4 | 8 | 8 | -21
25 | 4 | -9 | 9 | 0 | -16
26 | 17 | -5 | 1 | -2 | 22
27 | -11 | 26* | 3 | 10 | -2
28 | 7 | 0 | -26 | 17 | -12
29 | -1 | 7 | -14 | -3 | 0
30 | 9 | 0 | 2 | -8 | 16

(list continues)
No. | mol | SRC3 inh | NOD2-RIPK2 inh | NR5A2 inv ag | NR2F2 inh | NCOA1 inh | TROY NFkB inh
31 | S=P(N1CCCCCC1)(N1CC1)N1CC1 | 3 | 0 | 5 | 3 | 9 | 3
32 | CCOc1ccccc1-n1c(O)c(C=NCCCn2ccnc2)c(=O)[nH]c1=O | 8 | -5 | -9 | -4 | 10 | 4
33 | CCc1ccc(OCC(=O)N2CCN(Cc3ccc4c(c3)OCO4)CC2)cc1 | 13 | -4 | 25 | 5 | 4 | 12
34 | O=C(CCNC(=O)N1C[C@H]2C[C@@H](C1)c1cccc(=O)n1C2)Nc1cccc(Cl)c1 | 8 | -1 | -12 | -26 | -2 | -5
35 | CCCC/C(=N\O)c1c[nH]c2ccccc12 | 4 | -1 | 15 | -4 | -18 | -19
36 | CCCNC(=O)c1c(N)n(Cc2ccc3c(c2)OCO3)c2nc3ccccc3nc12 | 2 | -3 | 10 | x | -1 | 58*
37 | C=CCN1C(=O)NC(=O)/C(=C/c2ccc(OC)c(COc3ccc(NC(C)=O)cc3)c2)C1=O | -14 | 4 | -3 | -24 | -13 | -1
38 | Cc1cc(N=Nc2ccccc2C)ccc1N | x | x | x | -29 | x | -96
39 | O=C(O)CCn1cc(C=C2C(=O)NC(=O)NC2=O)c(-c2cc3ccccc3oc2=O)n1 | 11 | -9 | 5 | 8 | 0 | -4
40 | O=c1[nH]c2ccccc2o1 | 7 | -3 | 18 | 17 | 1 | 0
41 | COc1cc(OC)c(OC)cc1CNCCc1ccc(F)cc1 | -4 | -4 | 3 | -6 | -6 | 7
42 | CC(C)(C)C(=O)N1Cc2cc(N3CCOCC3)ccc2-n2nncc2C1 | 11 | -9 | 12 | -6 | 15 | -2
43 | CN1CCN(/N=C/c2c(O)n(Cc3ccc(F)cc3)c(=O)[nH]c2=O)CC1 | 9 | -7 | -14 | 4 | -15 | -2
44 | OCCN1C2CCC1CC(O)(c1ccc(F)cc1)C2 (stereo not drawn) | 11 | -6 | 17 | -4 | -7 | 2
45 | O=C(Cc1ccccc1)OCn1nnc2ccccc2c1=O | 12 | -11 | 19 | 1 | -19 | -13

No. | Exocytosis inh | ABHD5-PLIN5 inh | NCOA2 inhibitor | TLR9-MyD88 block | TWEAK Fn14 block
31 | 2 | -4 | 7 | -2 | 7
32 | 0 | -8 | -5 | 5 | 5
33 | 12 | -2 | 8 | -3 | 34
34 | 1 | -7 | -13 | -6 | -7
35 | -2 | 0 | -19 | -4 | -2
36 | 19 | -17 | x | 5 | 31
37 | 22 | 15 | -29 | -7 | 12
38 | -2 | x | -7 | 12 | 3
39 | -3 | 22* | -4 | -2 | -12
40 | 8 | -5 | 11 | 14 | -5
41 | 0 | 5 | 8 | -2 | -8
42 | 5 | -5 | -2 | x | -29
43 | -1 | 1 | 13 | 11 | -10
44 | 0 | -2 | -8 | -8 | -5
45 | -4 | 5 | -11 | -11 | -12

Screening data from PubChem.
